High-throughput results (PubChem BioAssay)
E-sel TNF inh = blocks E-selectin expression induced by TNF alpha; inhibition, % at 2 µM; HUVEC TNFa-induced E-selectin immunofluorescence, high content; actives 0.71% (n = 120,000);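 active = inhibition above the batch mean plus 3 SD, and confirmed as a hit on visual image review, cut at about 43% in these data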;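 note: 0% = TNF-stimulated DMSO wells and 100% = unstimulated control wells; not every result past the cut was called active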
Yeast life ext = yeast lifespan extension | S. cerevisiae growth with nicotinamide, OD615; deaD strain in restrictive glucose medium | inhibition of the nicotinamide effect, % at 10 µM | actives 0.68% (n = 130,000);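 active = inhibition above a set limit, placed 3 SD over the median of all compounds, cut at about 26% in these data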;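 note: 0% = nicotinamide-treated wells and 100% = cells grown without nicotinamide; some compounds called inactive have numbers as strong as hits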
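Assay system: engineered S. cerevisiae DeaD replicative-lifespan strain, galactose-grown log-phase cells; medium: restrictive CSMM-D dextrose medium; also added: nicotinamide, 1.5 mM, co-present with compound; schedule: 48 h compound exposure at 30 °C, humidified; detection: absorbance at 615 nm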
Phagocyt inh = blocks phagocytosis by macrophages | actives 0.07% (n = 110,000) | J774A.1 macrophage IgG-bead phagocytosis, imaging | AID 1029 | inhibition, % at 5 µM;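 active = inhibition above the mean of the plate negative controls plus 5 SD, cut at about 13% in these data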;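 note: phagocytic index as fraction of beads internalized from green versus red external bead signal; plate controls were DMSO negative control for no effect and cytochalasin-D positive control for full effect; some results beyond the cut were filed as inactive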
bCat KO growth = beta-catenin-lacking colon tumor cell growth suppression. HCT116 beta-catenin knockout viability, CellTiter-Glo, 60 h; stronger effect = lower value. viability, % at 10 µM. actives 1.5% (n = 140,000);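 active = viability at or under a set limit, the compound median less 4 SD, cut at about 6% in these data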;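 note: 0% = Hyamine 1622 control at 20 µM and 100% = untreated cell control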
MRP-1 activ = activators of MRP-1; H69AR cells + doxorubicin, viability rescue, CellTiter-Glo; viability increase, % at 10 µM; actives 0.61% (n = 140,000);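 active = viability gain under doxorubicin at or above a set limit, the compound median plus 3 SD, cut at about 4.7% in these data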;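 note: MRP-1 overexpressing cells given doxorubicin 25 µM after compound pretreatment; 18-22 h compound pretreatment then 72 h with doxorubicin before readout; 0% = doxorubicin-only wells and 100% = vehicle-treated cells without doxorubicin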
BB579 growth dn = reduces growth of yeast BB579 in restrictive medium; inhibition, % at 10 µM; actives 0.51% (n = 140,000); AID 804; S. cerevisiae BB579 growth, OD615, 48 h;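 active = inhibition above a set limit, 3 SD over the mean compound inhibition, cut at about 44% in these data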; note: inactives centre near -24
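controls = amphotericin B 10 µg/mL, positive | assay system = DeaD yeast strain BB579 | schedule = 48 h compound exposure at 30 °C after 4 h preincubation | detection = OD615 turbidity measurement | medium = restrictive CSMM-D medium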
GALR2 antag = GALR2 (human) receptor antagonism. O43603. GALR2-expressing cells, antagonist mode. inhibition, % at 4 µM. actives 0.39% (n = 140,000); in the data active = inhibition above about 27%;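 note: cells stimulated with galanin 1-16 at roughly its EC80; 0% = agonist challenge control and 100% = basal control without agonist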
Target sequence (O43603 whole entry, looked up): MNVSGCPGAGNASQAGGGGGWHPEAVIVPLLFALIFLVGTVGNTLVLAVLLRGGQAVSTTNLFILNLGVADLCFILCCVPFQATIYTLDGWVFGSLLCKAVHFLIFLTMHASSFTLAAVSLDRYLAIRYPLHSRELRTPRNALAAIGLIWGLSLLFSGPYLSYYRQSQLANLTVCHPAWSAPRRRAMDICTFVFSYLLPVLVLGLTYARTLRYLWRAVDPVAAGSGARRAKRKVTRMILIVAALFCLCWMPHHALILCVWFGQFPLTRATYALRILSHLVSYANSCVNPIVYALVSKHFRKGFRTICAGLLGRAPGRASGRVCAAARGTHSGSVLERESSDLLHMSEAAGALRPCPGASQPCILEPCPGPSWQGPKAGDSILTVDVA
NPY Y2 blocker = antagonists of human neuropeptide Y receptor Y2. P49146. NPY-Y2 expressing cells, antagonist mode. inhibition, % at 2.7 µM. actives 0.99% (n = 140,000). AID 793; in the data active = inhibition above about 17%;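 note: 0% = vehicle with agonist challenge and 100% = reference antagonist with challenge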
Target sequence (P49146 whole entry, looked up): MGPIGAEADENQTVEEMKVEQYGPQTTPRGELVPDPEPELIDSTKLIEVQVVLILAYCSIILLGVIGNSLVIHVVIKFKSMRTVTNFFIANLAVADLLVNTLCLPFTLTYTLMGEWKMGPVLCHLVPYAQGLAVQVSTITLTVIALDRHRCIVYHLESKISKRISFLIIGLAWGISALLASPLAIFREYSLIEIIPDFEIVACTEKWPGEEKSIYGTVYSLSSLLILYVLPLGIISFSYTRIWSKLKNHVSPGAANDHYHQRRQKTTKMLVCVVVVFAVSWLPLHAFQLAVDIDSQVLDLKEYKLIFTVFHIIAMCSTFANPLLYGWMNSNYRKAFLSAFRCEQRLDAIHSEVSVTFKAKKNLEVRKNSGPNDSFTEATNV
PTEN del growth = growth suppressors of cells with PTEN tumor suppressor deletion | HCT116 PTEN-null viability, CellTiter-Glo, 60 h; stronger effect = lower value | viability, % at 10 µM | actives 1.2% (n = 140,000) | AID 827;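 active = viability at or below a set limit, 4 SD under the median of all tested compounds, cut at about 3.7% in these data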;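 note: PTEN knockout HCT116 line with beta catenin targeted HCT116 as companion control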
Measles CPE = protection of cells from measles virus. protection (pct of control), % at 4 µM. actives 1.5% (n = 140,000). AID 841. Measles virus-infected cells, CPE protection, absorbance; in the data active = protection mostly above about 24%, no sharp cut-off; inactive = mostly below about 26%; note: some compounds called inactive have numbers as strong as hits
An asterisk follows results filed as active; x = not tested or not shown.

compound | BB579 growth dn | bCat KO growth | GALR2 antag | Yeast life ext | Measles CPE | MRP-1 activ | Phagocyt inh | PTEN del growth | E-sel TNF inh | NPY Y2 blocker
COCCN(CCOC)S(=O)(=O)c1ccc(C(=O)Nc2nc(C)c(C(C)=O)s2)cc1 | -38 | 86 | 1 | -1 | 7 | 0.3 | x | 94 | x | 0
CCn1ncc(Br)c1C(=O)Nc1sc2c(c1C(N)=O)CCC2 | -14 | 80 | 0 | -18 | 33* | -5.1 | 8 | 54 | 15 | 0
COC(=O)c1nn(-c2ccc(OC)cc2)c(=O)cc1Oc1cccc(Cl)c1 | -33 | 79 | 5 | -6 | 7 | -1.3 | 2 | 100 | 22 | 1
COc1ccc(Cn2nnnc2CN2CCC(c3nc4ccccc4s3)CC2)cc1 | -71 | 77 | 10 | -3 | 5 | -1.8 | -2 | 72 | -13 | 4
Cc1ccc(OCCn2c(=O)sc3ccccc32)cc1 | -28 | 85 | 8 | x | 5 | -1.4 | x | 81 | -1 | 7
CCCn1c(SCC(=O)Nc2nnc(CC)s2)nnc1-c1ccco1 | -12 | 106 | -7 | -8 | 11 | 0.2 | 0 | 97 | x | -1
CCOC(=O)NCC(C)(C)CNC(=O)OCC | -49 | 102 | -2 | -12 | 16 | 1.1 | -1 | 111 | -12 | 0
O=C(COc1cccc2ccccc12)N/N=C/C=C/c1ccccc1 | -60 | 100 | -3 | -5 | 7 | -0.8 | -8 | 95 | 6 | 13
Brc1ccc(Cn2c(-c3ccc(Br)o3)nc3ccccc32)o1 | -49 | 78 | 9 | 2 | 4 | 0.7 | -3 | 69 | 2 | 29*
CN(CCNC(=O)c1cc2c(=O)n(C)c3ccccc3c2n1C)Cc1ccccc1 | 4 | 2.4* | -12 | -4 | 2 | -6.4 | 0 | 3.3* | x | 14

Next compounds.
compound | BB579 growth dn | bCat KO growth | GALR2 antag | Yeast life ext | Measles CPE | MRP-1 activ | Phagocyt inh | PTEN del growth | E-sel TNF inh | NPY Y2 blocker
O=C(NNC(=O)c1cc(-c2ccccc2)nc2ccccc12)Nc1cccc(Cl)c1 | -62 | 28 | -5 | -11 | 6 | 0.2 | x | 29 | -13 | 0
Cc1cc(C)c(NC(=O)COC(=O)/C=C/c2cccc(C(F)(F)F)c2)c(C)c1 | -8 | 96 | -8 | 0 | 9 | 0.5 | 9 | 101 | 2 | 2
COc1ccc(OC)c(-c2csc(NC(=O)CSc3ccc(Br)cc3)n2)c1 | -5 | 87 | 0 | 1 | 32 | 4.5 | -4 | 80 | 15 | 6
C=CC[n+]1c(-c2ccc(OC)cc2)csc1NNC(=O)Nc1ccccc1 | -76 | 38 | -8 | -8 | 13 | -0.2 | -1 | 31 | -8 | 6
CCc1[nH]c(=O)c(C#N)c2c1CCCC2 | 3 | 79 | 11 | -1 | 7 | -2.1 | -2 | 75 | -7 | 1
COc1cc(NC(=O)c2ccc(Cl)cc2)c(OC)cc1NC(=O)CN1CCOCC1 | -40 | 100 | 2 | -8 | 4 | -1.2 | 0 | 105 | -14 | -2
CCOC(=O)C1=C(Cn2cnc3ccccc32)NC(=O)NC1c1cc(C)ccc1C (centres undefined) | -29 | 53 | 2 | -6 | 8 | -4.6 | -1 | 40 | 21 | 8
CNc1nc(C)nc(-c2ccccc2O)n1 | -54 | 92 | -3 | -12 | 11 | -0.5 | 0 | 100 | -5 | -2
COc1ccc(CN(Cc2ccccn2)S(=O)(=O)c2ccc(-n3cnnn3)c(OC)c2)cc1 | -41 | 95 | 9 | -4 | 14 | -1.3 | -1 | 89 | 39 | 2
CC(=O)OC(C(=O)N1CCN(c2ccc(F)cc2)CC1)c1ccccc1 (centres undefined) | 9 | 91 | -9 | x | 19 | -2.2 | x | 98 | -5 | 2

Further structures.
compound | BB579 growth dn | bCat KO growth | GALR2 antag | Yeast life ext | Measles CPE | MRP-1 activ | Phagocyt inh | PTEN del growth | E-sel TNF inh | NPY Y2 blocker
CCN1C(=O)/C(=C/c2cnn(C)c2C)SC1=S | -37 | 95 | 0 | -18 | 14 | -0.6 | x | 81 | -16 | 1
Nc1ccc2nc(CN3CCOCC3)[nH]c2c1 | -39 | 97 | 7 | 6 | 7 | -1.7 | 2 | 99 | 9 | 3
CN1/C(=C/C=N/n2cnnc2)C(C)(C)c2ccccc21 | -10 | 86 | -13 | 0 | 3 | -0.6 | x | 83 | -38 | 1
NCCCC[C@@H]1NC(=O)c2cc([N+](=O)[O-])cc(I)c2SC[C@@H](C(=O)NCC(N)=O)NC(=O)CNC1=O | -36 | 99 | 2 | 4 | 9 | -0.8 | x | 93 | -4 | 3
COc1cc(-c2c(C#N)c(N)nc3c2c(C)nn3-c2ccc(C)c(C)c2)cc(OC)c1OC | -14 | 62 | 12 | 14 | 7 | -6.8 | 1 | 58 | -17 | 0
CC1Cc2ccccc2N1C(=O)CSc1nnc2c(n1)[nH]c1ccc(F)cc12 (centres undefined) | -6 | 36 | 18 | x | 7 | -7.3 | x | 7 | -7 | 1
COc1ccccc1C1C2=C(CC(C)(C)CC2=O)Nc2nnnn21 (centres undefined) | -6 | 92 | -2 | 5 | x | 0.9 | -19 | 90 | x | 0
CC(C)Oc1ccc(Cn2c(-c3ccco3)n[nH]c2=S)cc1 | -16 | 90 | 4 | x | 28 | -1.4 | x | 93 | 4 | 0
COc1ccc(OCc2nnc(SCC(=O)NNC(=O)c3ccc(C)cc3)n2C)cc1 | 5 | 97 | 6 | 6 | 11 | -1.4 | -9 | 107 | x | 4
CCN(CC)c1nc(N)nc(N(c2ccccc2)c2ccccc2)n1 | -26 | 87 | -11 | -10 | 10 | -3.6 | x | 86 | 11 | 3

(cont.)
compound | BB579 growth dn | bCat KO growth | GALR2 antag | Yeast life ext | Measles CPE | MRP-1 activ | Phagocyt inh | PTEN del growth | E-sel TNF inh | NPY Y2 blocker
Cc1cc(C)nc(Sc2ccc3nnc(C(F)(F)C(F)(F)C(F)(F)F)n3n2)n1 | -35 | 100 | 6 | -13 | 7 | -2.4 | -1 | 90 | 11 | 2
CN(C)S(=O)(=O)c1ccc(N2CCCC2)c(C(=O)NCc2cccc(C(F)(F)F)c2)c1 | -20 | 86 | -7 | -1 | 14 | -1.6 | 0 | 89 | x | 4
O=C(Nc1ccc2c(c1)CCC2)c1cnn2c1NC(c1ccco1)CC2C(F)(F)F (centres undefined) | -24 | 75 | 1 | -3 | 6 | -4.7 | 0 | 69 | -31 | 5
CC1CCC(NC(=O)c2cc3c(s2)CS(=O)(=O)C3)CC1 (centres undefined) | -15 | 96 | 2 | -16 | 5 | -1.0 | -3 | 98 | -22 | 1
CCCCNC(=O)C(C#N)c1nc2ccccc2nc1N1CCN(c2ccccc2F)CC1 (centres undefined) | -40 | 81 | 13 | -7 | 3 | 1.7 | x | 72 | -13 | 0
O=C(CSc1ncnc2c1oc1ccccc12)Nc1cccc(Cl)c1 | -53 | 87 | -11 | -10 | 6 | -1.6 | -1 | 78 | x | 5
N#Cc1ccc(CSc2nnc(-c3cccc(S(=O)(=O)N4CCCCC4)c3)o2)cc1 | -8 | 83 | -19 | -5 | 1 | -1.6 | 0 | 82 | -6 | 4
O=c1c2ccccc2nnn1CSc1nnc(-c2cccc(S(=O)(=O)N3CCCCC3)c2)o1 | -23 | 49 | -9 | -6 | 7 | -1.6 | 3 | 55 | 13 | 5
CCCn1c(NC(=S)Nc2ccccc2)nc2ccccc21 | -28 | 86 | 19 | 5 | 14 | -2.2 | -5 | 83 | x | 6
CC(C)N(C(=O)N1CCC(c2nc(-c3ccncc3)no2)CC1)C(C)C | -8 | 55 | -18 | -1 | 23 | -2.9 | 0 | 56 | 4 | 0

Other structures.
compound | BB579 growth dn | bCat KO growth | GALR2 antag | Yeast life ext | Measles CPE | MRP-1 activ | Phagocyt inh | PTEN del growth | E-sel TNF inh | NPY Y2 blocker
Cn1nc(OCCOc2ccccc2)ccc1=O | -17 | 113 | 2 | 4 | 2 | 0.8 | 0 | 98 | -16 | 2
CCN=C1SC(CC(=O)NC(N)=O)C(=O)N1CC (centres undefined) | -38 | 98 | 7 | -1 | 16 | 1.0 | 2 | 101 | -6 | 2
Cc1ccc(S(=O)(=O)Nc2ccc(C(=O)Nc3cc(C)on3)cc2)cc1 | -52 | 100 | 13 | -4 | 15 | -3.0 | x | 97 | -36 | 1
Cc1cc(C)n(-c2ccc(Cl)c(C(=O)O)n2)n1 | -4 | 94 | -4 | -11 | 4 | 0.5 | x | 95 | x | 4
N#Cc1c(N2CCCCC2)nc(N2CCCCC2)c2c1CCN(Cc1ccccc1)C2 | -46 | 66 | -17 | -12 | 12 | -3.2 | -1 | 64 | -22 | 25*
COc1ccc(CNC(=O)C2CCCN(c3nccc(C)n3)C2)cc1 (centres undefined) | -20 | 96 | 2 | x | 22 | -2.8 | x | 94 | 6 | 1
CC1CC(C)(C)NC(=S)N1CC(=O)NCc1ccccc1Cl (centres undefined) | -10 | 90 | -5 | -4 | 12 | -2.3 | -6 | 101 | 2 | 0
CCOc1cc(OCC)cc(C(=O)NC(=S)Nc2cccc(C(F)(F)F)c2)c1 | -36 | 77 | -3 | -5 | 34 | -3.7 | x | 77 | -5 | 0
CCc1ccc(NC(=O)CC2NCCNC2=O)cc1 (centres undefined) | -15 | 95 | 6 | -6 | 8 | -0.2 | -2 | 94 | -7 | 1
COc1ccc(Cn2c(=O)[nH]c3cc(C(=O)NCCCN4CCCC4)ccc3c2=O)cc1 | -26 | 70 | 13 | 0 | 3 | 0.1 | -1 | 75 | 4 | 1

Further records
compound | BB579 growth dn | bCat KO growth | GALR2 antag | Yeast life ext | Measles CPE | MRP-1 activ | Phagocyt inh | PTEN del growth | E-sel TNF inh | NPY Y2 blocker
Cc1cc2cc(C)c3nnc(SCC(=O)N4CCc5ccccc54)n3c2cc1C | -13 | 82 | -3 | -25 | 4 | -1.9 | x | 74 | 16 | 0
CN(C)Cc1cc(C(C)(C)C)c(O)c(C(C)(C)C)c1 | -25 | 95 | 0 | 0 | 7 | -1.6 | 0 | x | x | 3
O=C(Nc1cccnc1)c1cc(-c2ccccc2)on1 | -18 | 89 | 1 | x | 6 | -2.0 | x | 93 | 40 | 6
COc1ccc(-n2ncc3c(N4CCCc5ccccc54)ncnc32)cc1 | -1 | 101 | -26 | -9 | 16 | 11* | -1 | 86 | x | 3
Cc1ccc2c(CC(=O)OC(C)C(=O)Nc3ncc(Cl)cc3Cl)coc2c1 (centres undefined) | -8 | 85 | -7 | -4 | 3 | -1.7 | -7 | 94 | -9 | 6
COc1ccc(-c2cc(N)n(S(=O)(=O)c3ccc(F)cc3)n2)cc1OC | -58 | 83 | -4 | -8 | 4 | -0.5 | 2 | 87 | -17 | 1
Cn1c(=O)c2c(nc(SCC(=O)NCc3ccc4c(c3)OCO4)n2Cc2ccc(F)cc2)n(C)c1=O | -11 | 74 | 5 | x | 8 | -4.8 | x | 92 | -3 | 3
CS(=O)(=O)Oc1ccc(Br)cc1/C=C1/N=C(c2ccco2)OC1=O | -15 | 90 | 9 | 49* | 8 | -0.6 | 2 | 98 | 9 | 11
O=C(N1CCOCC1)C12CC3CC(C1)CC(C(=O)N1CCOCC1)(C3)C2 | -45 | 111 | -3 | -12 | 42 | 0.9 | -1 | 108 | x | 2
